MLLE-PAM2 inh: blocks PAM2 peptide binding to the PABP1 MLLE domain. P11940. GST-MLLE / FITC-PAM2 fluorescence polarization. inhibition, % at 20 µM. actives 0.36% (n = 360,000). AID 588489; in the data active = inhibition above about 35%, passing the limit was not always enough;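 also: plate controls were DMSO wells with GST-MLLE for no effect and wells lacking GST-MLLE protein for full effect; some results filed as inactive read as strong as hits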
Scp1 inh: inhibitors of human Scp-1 phosphatase. Q9GZU7. Recombinant Scp1, phosphopeptide, malachite green phosphate absorbance. inhibition, % at 20 µM. actives 0.88% (n = 340,000);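 active = inhibition above about 50% at 20 µM, limit read from the data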;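 also: plate controls were DMSO wells with enzyme for no effect and wells lacking enzyme for full effect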
Target sequence (Q9GZU7 76-261 limits assumed): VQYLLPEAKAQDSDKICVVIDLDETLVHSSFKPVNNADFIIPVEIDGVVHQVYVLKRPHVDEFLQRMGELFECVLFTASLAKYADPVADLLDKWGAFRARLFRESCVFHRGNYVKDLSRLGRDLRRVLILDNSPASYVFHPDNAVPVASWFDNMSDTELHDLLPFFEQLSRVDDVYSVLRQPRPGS
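System: truncated SCP-1 phosphatase (76-261aa); medium: Tris acetate buffer pH 5.5 with MgCl2 and Tween-20; incubation: 45 min room-temperature reaction, 5 min colour, 30 min stabiliser; compound: single 20 µM dose, 1% DMSO; reagent: Phosphorylated 17-residue peptide substrate; read-out: % inhibition at 20 µM; technique: colorimetric free-phosphate detection, absorbance 630 nm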
LMPTP inh: blocks human LMPTP phosphatase; recombinant LMPTP-A, OMFP fluorogenic substrate, fluorescence intensity; inhibition, % at 20 µM; actives 0.22% (n = 360,000);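 active = compounds that cut the enzyme signal by at least half of the control window in the single-dose screen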;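 also: plate controls were DMSO wells with enzyme plus substrate for no effect and substrate without enzyme for full effect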
Target sequence (P24666 whole entry, looked up): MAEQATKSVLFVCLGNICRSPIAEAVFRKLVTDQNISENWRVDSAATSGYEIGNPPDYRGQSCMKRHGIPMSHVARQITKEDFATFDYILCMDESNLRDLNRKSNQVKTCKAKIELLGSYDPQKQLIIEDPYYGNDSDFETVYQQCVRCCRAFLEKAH
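Assay system: LMPTP-A phosphatase enzyme | Input: 0.625 nM enzyme | Also added: Fluorogenic phosphatase substrate OMFP at 400 µM final | Compound dosing: One test concentration per compound, 20 µM, with 3% DMSO overall | Schedule: 50 min enzyme reaction at room temperature, protected from light | Signal: Fluorescence intensity | Benchmarks: no-enzyme and uninhibited controls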
NadD block: inhibitors of Staphylococcus aureus NadD. AID 602399. inhibition, % at 20 µM. purified NadD enzyme, colorimetric absorbance read-out. actives 0.78% (n = 360,000); in the data active = inhibition above about 26%; also: some compounds past the cut are filed as inactive
TbMetRS inhib: Trypanosoma brucei MetRS inhibition | purified T. brucei MetRS, ATP depletion, Kinase-Glo luminescence | inhibition, % at 11.9 µM | actives 0.4% (n = 360,000) | AID 624268;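 active = inhibition above a per-plate cutoff of the control wells' mean inhibition plus 3 SD, cut at about 5.5% in these data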;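 also: 0% = DMSO wells median and 100% = median of wells with control inhibitor compound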
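Dosing: 11.9 µM compound single dose, 0.9% DMSO; Assay system: purified T. brucei MetRS enzyme; Measured by: Kinase-Glo luciferase luminescence reporting remaining unconsumed ATP; Schedule: 15 min plus 2 h at 25 °C.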
SUMO1-SIM PPI: alters human SUMO1 binding to SIM partners | SUMO1 binding to a labelled peptide, TR-FRET, 1 h | actives 0.33% (n = 360,000) | inhibition, % at 20 µM | P63165; in the data active = inhibition above about 37%
CSN inh: blocks human CSN-mediated cullin deneddylation | Q92905 | actives 0.38% (n = 360,000) | Purified CSN, SCF-Nedd8-OG deneddylation, fluorescence polarization | inhibition, % at 12.5 µM | AID 651999;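 active = pattern-corrected inhibition above about 35%, with an unprinted fluorescence ratio check between 0.5 and 1.5, limit read from the data, passing the limit was not always enough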;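 also: 0% = enzyme with substrate and 100% = substrate without enzyme; some results filed as inactive read as strong as hits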
Target sequence (Q92905 whole entry, looked up, one chain of several): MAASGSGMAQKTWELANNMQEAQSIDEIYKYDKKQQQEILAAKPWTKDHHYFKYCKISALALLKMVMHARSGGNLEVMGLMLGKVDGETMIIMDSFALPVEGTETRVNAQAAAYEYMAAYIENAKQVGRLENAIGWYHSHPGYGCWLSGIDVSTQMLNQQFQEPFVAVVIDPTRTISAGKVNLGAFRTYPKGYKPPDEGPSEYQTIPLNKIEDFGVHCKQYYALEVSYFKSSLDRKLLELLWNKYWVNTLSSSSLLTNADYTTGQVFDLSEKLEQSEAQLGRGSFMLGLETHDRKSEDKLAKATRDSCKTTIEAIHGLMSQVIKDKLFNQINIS
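Material: human Csn5 produced in HEK293T cells; Input: enzyme 0.24 nM; Reagent: SCFSkp2-Nedd8OG substrate at 10 nM final; Dosing: 12.5 µM compound; Incubation: 90 min reaction at room temperature; Detection: fluorescence polarization of the substrate; Evaluation: % inhibition of substrate cleavage by Csn5; Control set: substrate-only high control, full reaction low control.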
STEP block: STEP (human) phosphatase inhibition; AID 588621; actives 0.25% (n = 360,000); inhibition, % at 20 µM; recombinant STEP, OMFP fluorogenic substrate, fluorescence;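 active = inhibition at 20 µM, scaled per plate between control wells, above about 37%, limit read from the data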;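 also: 0% = DMSO with enzyme and substrate and 100% = substrate only without enzyme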
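System: isolated STEP enzyme; schedule: 20 min enzyme reaction at room temperature, protected from light; medium: Bis-Tris buffer pH 6.0, 2.5 mM DTT, 0.005% Tween 20; signal: fluorescence, 480/540 nm; dosing: single compound dose of 20 µM, 1% DMSO final; also added: OMFP substrate, 25 µM final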
DNMT1 block: blocks human DNA methyltransferase DNMT1. P26358. inhibition (reported as % activation of signal), % at 10 µM. DNMT1 molecular beacon, Hinp1I cleavage, fluorescence. actives 0.83% (n = 360,000). AID 588458; in the data active = inhibition above about 50%
Rpn11 block: blocks the human proteasome subunit Rpn11 | human 26S proteasome, Ub4-pepOG fluorescence polarization; 20S core pre-blocked with epoxomicin | calls only at 20 µM | actives 0.59% (n = 360,000);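 active = inhibition at 20 µM, scaled to each plate's controls, above about 33%, limit read from the data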
Target sequence (O00487 whole entry, looked up): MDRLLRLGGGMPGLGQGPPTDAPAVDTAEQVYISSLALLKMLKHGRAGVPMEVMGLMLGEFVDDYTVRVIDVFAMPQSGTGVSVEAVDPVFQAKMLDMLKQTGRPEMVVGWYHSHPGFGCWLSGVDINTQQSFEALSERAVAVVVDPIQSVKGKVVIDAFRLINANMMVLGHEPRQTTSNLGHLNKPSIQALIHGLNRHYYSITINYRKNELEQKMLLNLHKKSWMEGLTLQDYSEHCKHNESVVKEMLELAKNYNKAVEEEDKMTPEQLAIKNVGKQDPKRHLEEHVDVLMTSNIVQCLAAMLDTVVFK
Active calls of the source: *.

What do the screens show for `O=C(c1cnn2c(C(F)(F)F)cc(-c3ccc(F)cc3)nc12)N1CCc2ccccc2C1`?
MLLE-PAM2 inh: 6; Scp1 inh: -7; LMPTP inh: 4.2; NadD block: 1; TbMetRS inhib: 0.6; SUMO1-SIM PPI: -10; CSN inh: 0; STEP block: 3; DNMT1 block: 0; Rpn11 block: inactive

What do the screens show for `Cc1cccc(NC(=O)c2ccc(OC3CSC3)cc2)c1`?
MLLE-PAM2 inh: -4; Scp1 inh: -12; LMPTP inh: -1.4; NadD block: -6; TbMetRS inhib: -0.7; SUMO1-SIM PPI: 1; CSN inh: 0; STEP block: 2; DNMT1 block: -1; Rpn11 block: inactive

What do the screens show for `CCOc1ccc(C(=O)N2CCc3ccccc32)cc1OCC`?
MLLE-PAM2 inh: -8; Scp1 inh: -8; LMPTP inh: 0.7; NadD block: 0; TbMetRS inhib: 1.7; SUMO1-SIM PPI: 7; CSN inh: 0; STEP block: 0; DNMT1 block: -12; Rpn11 block: inactive

What do the screens show for `O=C(NCC1CCCO1)c1cc2c([nH]c3ccccc32)c(-c2ccc(F)cc2)n1` (stereo not drawn)?
MLLE-PAM2 inh: 0; Scp1 inh: 4; LMPTP inh: 4.1; NadD block: 6; TbMetRS inhib: -0.1; SUMO1-SIM PPI: 3; CSN inh: -2; STEP block: 0; DNMT1 block: -26; Rpn11 block: inactive

How did O=C(COc1ccc2ccccc2c1)Nc1ccc(S(=O)(=O)N2CCCCCC2)cc1 do in these assays?
MLLE-PAM2 inh: 8; Scp1 inh: -12; LMPTP inh: 3.5; NadD block: 2; TbMetRS inhib: 0.4; SUMO1-SIM PPI: 1; CSN inh: 4; STEP block: 6; DNMT1 block: 7; Rpn11 block: inactive

How did NC(=O)COC(=O)c1cccc(S(=O)(=O)N2CCN(c3ccc(F)cc3)CC2)c1 do in these assays?
MLLE-PAM2 inh: -20; Scp1 inh: 3; LMPTP inh: 0.5; NadD block: -1; TbMetRS inhib: -1.0; SUMO1-SIM PPI: 0; CSN inh: 5; STEP block: 1; DNMT1 block: 2; Rpn11 block: inactive

Results for COc1ccc(C(=O)OCC(=O)NC(=O)Nc2ccccc2F)c(OC)c1 ?
MLLE-PAM2 inh: 12; Scp1 inh: 0; LMPTP inh: 0.1; NadD block: -3; TbMetRS inhib: 0.1; SUMO1-SIM PPI: 2; CSN inh: 2; STEP block: -2; DNMT1 block: 10; Rpn11 block: inactive

What do the screens show for `COc1ccccc1C(=O)NCCC(=O)NCc1cccs1`?
MLLE-PAM2 inh: 9; Scp1 inh: -1; LMPTP inh: -0.5; NadD block: 4; TbMetRS inhib: -0.3; SUMO1-SIM PPI: 1; CSN inh: -3; STEP block: 2; DNMT1 block: 0; Rpn11 block: inactive

How did Cc1[nH]c(=O)[nH]c(=O)c1S(=O)(=O)Nc1ccc(F)cc1F do in these assays?
MLLE-PAM2 inh: 6; Scp1 inh: -4; LMPTP inh: -1.8; NadD block: -4; TbMetRS inhib: -0.7; SUMO1-SIM PPI: -4; CSN inh: 4; STEP block: -3; DNMT1 block: 1; Rpn11 block: inactive

Results for Cc1ccccc1S(=O)(=O)NCc1cccnc1 ?
MLLE-PAM2 inh: 1; Scp1 inh: -2; LMPTP inh: 0.2; NadD block: 0; TbMetRS inhib: 0.1; SUMO1-SIM PPI: -3; CSN inh: -2; STEP block: -3; DNMT1 block: -1; Rpn11 block: inactive

How did Cc1sc2nc(N)sc2c1C do in these assays?
MLLE-PAM2 inh: 19; Scp1 inh: -2; LMPTP inh: 0.7; NadD block: 3; TbMetRS inhib: -1.2; SUMO1-SIM PPI: 5; CSN inh: -2; STEP block: 2; DNMT1 block: -4; Rpn11 block: inactive

How did O=C(NC1CCS(=O)(=O)C1)c1ccccc1C(=O)c1ccccc1 (stereo not drawn) do in these assays?
MLLE-PAM2 inh: 3; Scp1 inh: -5; LMPTP inh: -0.2; NadD block: 1; TbMetRS inhib: -0.3; SUMO1-SIM PPI: 0; CSN inh: 5; STEP block: 0; DNMT1 block: 3; Rpn11 block: inactive

What do the screens show for `COc1ccc(CCCNC(=O)C2(C)Cc3c(-c4ccc(NC(C)=O)cc4)ccnc3O2)cc1` (stereo not drawn)?
MLLE-PAM2 inh: 4; LMPTP inh: 0.0; NadD block: -5; TbMetRS inhib: 0.0; SUMO1-SIM PPI: -9; CSN inh: 2; STEP block: -1; DNMT1 block: 0; Rpn11 block: inactive

What do the screens show for `COC(=O)CN(CCc1ccccc1)S(=O)(=O)c1ccc(OC)c(OC)c1`?
MLLE-PAM2 inh: -2; Scp1 inh: -6; LMPTP inh: -0.4; NadD block: -4; TbMetRS inhib: -0.1; SUMO1-SIM PPI: 0; CSN inh: 5; STEP block: -2; DNMT1 block: 0; Rpn11 block: inactive

Results for Cc1cccnc1NC(=O)c1ccc2c(c1)OCO2 ?
MLLE-PAM2 inh: -8; Scp1 inh: -2; LMPTP inh: -1.2; NadD block: -2; TbMetRS inhib: -0.2; SUMO1-SIM PPI: 1; CSN inh: 4; STEP block: -4; DNMT1 block: 1; Rpn11 block: inactive

Molecules from the list above with an NH in an aromatic ring:
What do the screens show for `O=C(NCC1CCCO1)c1cc2c([nH]c3ccccc32)c(-c2ccc(F)cc2)n1` (stereo not drawn)?
MLLE-PAM2 inh: 0; Scp1 inh: 4; LMPTP inh: 4.1; NadD block: 6; TbMetRS inhib: -0.1; SUMO1-SIM PPI: 3; CSN inh: -2; STEP block: 0; DNMT1 block: -26; Rpn11 block: inactive

How did Cc1[nH]c(=O)[nH]c(=O)c1S(=O)(=O)Nc1ccc(F)cc1F do in these assays?
MLLE-PAM2 inh: 6; Scp1 inh: -4; LMPTP inh: -1.8; NadD block: -4; TbMetRS inhib: -0.7; SUMO1-SIM PPI: -4; CSN inh: 4; STEP block: -3; DNMT1 block: 1; Rpn11 block: inactive

Further results.
How did Cc1cc(NC(=O)Nc2ccccc2)n(C(C)(C)C)n1 do in these assays?
MLLE-PAM2 inh: -4; Scp1 inh: -1; LMPTP inh: -1.6; NadD block: 4; TbMetRS inhib: -1.0; SUMO1-SIM PPI: 2; CSN inh: -5; STEP block: 1; DNMT1 block: -2; Rpn11 block: inactive

Results for COCCn1c(SCC(=O)N2CC(C)OC(C)C2)nc2c([nH]c3ccccc32)c1=O (stereo not drawn) ?
MLLE-PAM2 inh: 8; Scp1 inh: 1; LMPTP inh: 0.5; NadD block: -4; TbMetRS inhib: -0.2; SUMO1-SIM PPI: 1; CSN inh: 1; STEP block: 1; DNMT1 block: 0; Rpn11 block: inactive

How did COc1ccc(NC(=O)Nc2ccc3c(c2)CC(=O)N([C@H](C)CO)C[C@H](C)[C@H](CN(C)Cc2ccc(C(=O)O)cc2)O3)cc1 do in these assays?
MLLE-PAM2 inh: 12; Scp1 inh: -6; LMPTP inh: -1.5; NadD block: 6; TbMetRS inhib: 0.0; SUMO1-SIM PPI: 8; CSN inh: 2; STEP block: -3; DNMT1 block: 3; Rpn11 block: inactive

How did O=C(OCc1cn([C@@H]2C[C@H](c3ccc(Cl)cc3)N(C(=O)c3cccs3)C[C@H]2O)nn1)c1ccccc1 do in these assays?
MLLE-PAM2 inh: 0; LMPTP inh: 2.6; NadD block: 2; TbMetRS inhib: -0.8; SUMO1-SIM PPI: 4; CSN inh: -5; STEP block: 3; DNMT1 block: 2; Rpn11 block: inactive

Results for N#Cc1ccc(Oc2nc(C#N)cc(-c3ccccc3)n2)cc1 ?
MLLE-PAM2 inh: 6; Scp1 inh: -10; LMPTP inh: -0.8; NadD block: -9; TbMetRS inhib: -0.5; SUMO1-SIM PPI: -7; CSN inh: -10; STEP block: -2; DNMT1 block: -4; Rpn11 block: inactive

How did CCCCn1c(N)c(N(Cc2ccccc2)C(=O)COc2ccccc2F)c(=O)[nH]c1=O do in these assays?
MLLE-PAM2 inh: -13; Scp1 inh: -6; LMPTP inh: -0.2; NadD block: 1; TbMetRS inhib: -0.2; SUMO1-SIM PPI: -1; CSN inh: -4; STEP block: 0; DNMT1 block: -1; Rpn11 block: inactive

What do the screens show for `O=C(NCc1ccc2c(c1)OCO2)C1CCN(S(=O)(=O)c2cccc3nsnc23)CC1`?
MLLE-PAM2 inh: -4; Scp1 inh: 0; LMPTP inh: -0.3; NadD block: -8; TbMetRS inhib: -1.4; SUMO1-SIM PPI: -14; CSN inh: 4; STEP block: -4; DNMT1 block: 0; Rpn11 block: inactive

Results for O=C1OCC(CO)(CO)N=C1NNc1ccccc1Cl ?
MLLE-PAM2 inh: 10; Scp1 inh: 1; LMPTP inh: 0.1; NadD block: -2; TbMetRS inhib: 0.3; SUMO1-SIM PPI: 1; CSN inh: 1; STEP block: -1; DNMT1 block: 0; Rpn11 block: inactive

How did COC(=O)c1ccc(NC(=S)Nc2ccc3ccccc3c2)cc1 do in these assays?
MLLE-PAM2 inh: 11; Scp1 inh: -10; LMPTP inh: 0.7; NadD block: -7; TbMetRS inhib: -0.2; SUMO1-SIM PPI: -5; CSN inh: 5; STEP block: 1; DNMT1 block: -5; Rpn11 block: inactive

What do the screens show for `CC1CCCCC12NC(=O)N(CC(=O)N1CCN(S(=O)(=O)c3ccc(Cl)s3)CC1)C2=O` (stereo not drawn)?
MLLE-PAM2 inh: -21; LMPTP inh: -0.3; NadD block: 3; TbMetRS inhib: 0.6; SUMO1-SIM PPI: 0; CSN inh: 1; STEP block: -4; DNMT1 block: -2; Rpn11 block: inactive

What do the screens show for `CN(C)c1ccc(C(=S)N2CCCCC2)cc1Br`?
MLLE-PAM2 inh: 20; Scp1 inh: 7; LMPTP inh: 0.4; NadD block: 1; TbMetRS inhib: 0.0; SUMO1-SIM PPI: 0; CSN inh: -3; STEP block: 7; DNMT1 block: 5; Rpn11 block: inactive

Results for O=S(=O)(c1ccc(C2=CSC3=NCCN23)cc1)N1CCOCC1 ?
MLLE-PAM2 inh: 17; Scp1 inh: -3; LMPTP inh: 0.2; NadD block: 3; TbMetRS inhib: -0.5; SUMO1-SIM PPI: -11; CSN inh: 3; STEP block: -2; DNMT1 block: 0; Rpn11 block: inactive

From PubChem
